STEP inh = STEP (human) phosphatase inhibition. recombinant STEP, OMFP fluorogenic substrate, fluorescence. P54829. inhibition, % at 20 µM. 360,000 compounds, 0.25% hits. AID 588621;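 active = inhibition at 20 µM, scaled per plate between control wells, above about 37%, limit read from the data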;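 also: 0% = DMSO with enzyme and substrate and 100% = substrate only without enzyme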
Target sequence (P54829 whole entry, looked up): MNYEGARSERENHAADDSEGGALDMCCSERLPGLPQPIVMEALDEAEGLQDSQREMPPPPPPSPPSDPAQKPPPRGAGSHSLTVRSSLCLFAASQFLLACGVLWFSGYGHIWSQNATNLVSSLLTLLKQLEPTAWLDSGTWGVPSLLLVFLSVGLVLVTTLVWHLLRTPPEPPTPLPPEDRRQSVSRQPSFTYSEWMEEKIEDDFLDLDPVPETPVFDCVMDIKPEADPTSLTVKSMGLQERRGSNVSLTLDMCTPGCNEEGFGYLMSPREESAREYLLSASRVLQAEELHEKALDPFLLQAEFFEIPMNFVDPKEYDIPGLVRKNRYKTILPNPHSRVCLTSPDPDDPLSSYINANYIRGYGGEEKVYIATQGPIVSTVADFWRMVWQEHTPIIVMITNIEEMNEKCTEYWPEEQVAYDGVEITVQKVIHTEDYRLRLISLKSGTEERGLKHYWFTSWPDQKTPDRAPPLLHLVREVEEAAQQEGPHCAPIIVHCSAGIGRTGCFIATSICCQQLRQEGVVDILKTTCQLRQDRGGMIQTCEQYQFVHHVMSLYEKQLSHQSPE
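Measure: Control-normalized % inhibition with plate pattern correction | Test system: STEP phosphatase, cell-free reaction | Medium: pH 6.0 Bis-Tris with DTT and Tween 20 | Technique: Fluorescence, 480/540 nm | Times: Reaction 20 min, ambient temperature | Doses: Single compound dose of 20 µM, 1% DMSO final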
CSN deneddyl inh = blocks human CSN-mediated cullin deneddylation; inhibition, % at 12.5 µM; Q92905; 360,000 compounds, 0.38% hits; Purified CSN, SCF-Nedd8-OG deneddylation, fluorescence polarization; AID 651999;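 active = pattern-corrected inhibition above about 35%, with an unprinted fluorescence ratio check between 0.5 and 1.5, limit read from the data, passing the limit was not always enough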;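 also: 0% = enzyme with substrate and 100% = substrate without enzyme; some results filed as inactive read as strong as hits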
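Detection – fluorescence polarization · System – HEK293T-derived human Csn5 enzyme · Controls – substrate-only high control, full reaction low control · Timing – 90 min, room temperature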
LMPTP inh = LMPTP (human) inhibition | P24666 | recombinant LMPTP-A, OMFP fluorogenic substrate, fluorescence intensity | inhibition, % at 20 µM | 360,000 compounds, 0.22% hits | AID 651560;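 active = compounds that cut the enzyme signal by at least half of the control window in the single-dose screen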;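 also: plate controls were DMSO wells with enzyme plus substrate for no effect and substrate without enzyme for full effect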
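material = LMPTP-A | quantity = 0.625 nM enzyme | reagent = OMFP substrate, 400 µM final | buffer or medium = Bis-Tris pH 6.0, DTT, detergent | detection = endpoint fluorescence intensity from OMFP dephosphorylation | dosing = single 20 µM dose | read-out basis = % inhibition relative to no-enzyme and uninhibited control wells | control set = no-enzyme and uninhibited controls | timing = 50 min at room temperature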
SUMO1 PPI mod = modulators of human SUMO1-mediated protein-protein interactions; AID 602429; 360,000 compounds, 0.33% hits; inhibition, % at 20 µM; SUMO1 binding to a labelled peptide, TR-FRET, 1 h; in the data active = inhibition above about 37%
DNMT1 block = blocks human DNA methyltransferase DNMT1; P26358; DNMT1 molecular beacon, Hinp1I cleavage, fluorescence; inhibition (reported as % activation of signal), % at 10 µM; 360,000 compounds, 0.83% hits; AID 588458; in the data active = inhibition above about 50%
TbMetRS inhib = Trypanosoma brucei MetRS inhibition; purified T. brucei MetRS, ATP depletion, Kinase-Glo luminescence; inhibition, % at 11.9 µM; 360,000 compounds, 0.4% hits; AID 624268;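 active = inhibition above a per-plate cutoff of the control wells' mean inhibition plus 3 SD, cut at about 5.5% in these data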;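 also: 0% = DMSO wells median and 100% = median of wells with control inhibitor compound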
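Test system: purified T. brucei MetRS enzyme. Also added: ATP, methionine and E. coli bulk tRNA substrates. Compound: 11.9 µM single point. Schedule: 15 min enzyme-compound preincubation, 2 h reaction, 10 min detection, 25 °C. Signal: luciferase luminescence of residual ATP, Kinase-Glo. Evaluation: percent inhibition versus plate control medians. Controls: DMSO wells, low control.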
NadD inh = inhibitors of Staphylococcus aureus NadD. purified NadD enzyme, colorimetric absorbance read-out. inhibition, % at 20 µM. 360,000 compounds, 0.78% hits. AID 602399; in the data active = inhibition above about 26%; also: some compounds past the cut are filed as inactive
Scp-1 inhibitor = inhibitors of human Scp-1 phosphatase; Q9GZU7; Recombinant Scp1, phosphopeptide, malachite green phosphate absorbance; inhibition, % at 20 µM; 340,000 compounds, 0.88% hits;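 active = inhibition above about 50% at 20 µM, limit read from the data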;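 also: plate controls were DMSO wells with enzyme for no effect and wells lacking enzyme for full effect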
Target sequence (Q9GZU7 76-261 limits assumed): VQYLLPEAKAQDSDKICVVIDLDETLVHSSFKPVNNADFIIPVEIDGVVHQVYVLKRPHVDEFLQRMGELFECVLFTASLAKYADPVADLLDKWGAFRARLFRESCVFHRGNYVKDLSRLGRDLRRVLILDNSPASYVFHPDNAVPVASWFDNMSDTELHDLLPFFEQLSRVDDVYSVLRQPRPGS
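Test system: SCP-1 phosphatase catalytic domain, residues 76-261 | Compound dosing: One concentration, 20 µM, with 1.0% DMSO | Schedule: 45 min room-temperature reaction, 5 min colour, 30 min stabiliser | Detection: Absorbance at 630 nm | Read-out basis: % inhibition of SCP-1 phosphate liberation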
MsrA inh = inhibitors of bovine MsrA; purified bovine MsrA, absorbance read-out; 360,000 compounds, 0.75% hits; AID 651718; inhibition, % at 15.5 µM; in the data active = inhibition above about 4.5%;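 also: 0% = vehicle wells with enzyme and 100% = reference inhibitor wells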
Rpn11 inh = inhibitors of human proteasome Rpn11; O00487; AID 588493; human 26S proteasome, Ub4-pepOG fluorescence polarization; 20S core pre-blocked with epoxomicin; calls only at 20 µM; 360,000 compounds, 0.59% hits;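 active = inhibition at 20 µM, scaled to each plate's controls, above about 33%, limit read from the data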
Target sequence (O00487 whole entry, looked up): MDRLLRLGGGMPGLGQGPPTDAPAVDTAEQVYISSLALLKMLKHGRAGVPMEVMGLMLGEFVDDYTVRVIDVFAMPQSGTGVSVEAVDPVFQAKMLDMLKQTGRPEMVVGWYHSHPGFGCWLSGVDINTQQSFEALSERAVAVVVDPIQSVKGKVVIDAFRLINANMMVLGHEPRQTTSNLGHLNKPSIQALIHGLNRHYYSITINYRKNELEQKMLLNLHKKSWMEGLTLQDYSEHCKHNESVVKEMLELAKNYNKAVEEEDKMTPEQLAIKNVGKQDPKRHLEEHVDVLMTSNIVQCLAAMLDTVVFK
An asterisk follows results filed as active; i = inactive; . = not tested or not shown; + = active, no number. Rows are unselected. About 3.9% of those tested had a hit in this group.

SMILES | STEP inh | CSN deneddyl inh | LMPTP inh | SUMO1 PPI mod | DNMT1 block | TbMetRS inhib | NadD inh | Scp-1 inhibitor | MsrA inh | Rpn11 inh
CCC(C)(C)NC(=O)C(c1ccc(F)cc1)N(Cc1ccco1)C(=O)c1cnccn1 (centres undefined) | -1 | -1 | -0.7 | -3 | 9 | -0.5 | 5 | -1 | 0.1 | i
O=C(NCCN1CCCCC1)Nc1ccc(F)cc1F | -1 | -1 | -2.0 | 3 | 2 | -0.7 | -2 | -3 | 0.5 | i
COc1cc(/C=C/C(=O)OCC(=O)Nc2c(C)n(C)n(-c3ccccc3)c2=O)ccc1O | -1 | -1 | -0.8 | -15 | 1 | -0.1 | -4 | -9 | 3.5 | i
O=C(COC(=O)C1CCCN1C(=O)c1cccs1)Nc1ccc2c(c1)OCO2 (centres undefined) | 2 | -2 | 0.7 | -2 | -4 | -1.0 | -2 | -8 | 0.6 | i
Cc1cc(Cl)ccc1OCC(=O)OCC(=O)NCCNC(=O)COC(=O)COc1ccc(Cl)cc1C | -5 | 4 | 1.9 | -4 | -10 | -0.5 | -12 | -2 | 0.1 | i
O=C(CSC1=NCCS1)Nc1ccccc1F | -1 | 2 | -0.8 | 1 | 1 | -0.6 | 3 | -2 | 0.2 | i
C#CCOCCOCCOCCNc1nc(N2CCN(C(=O)CCCCCCCCCCNC(=O)Cn3cc(C[C@@H](C)O)nn3)CC2)nc(N2CCN(C(=O)CCCCCCCCCCNC(=O)[C@H](CO)n3cc(CCCSC)nn3)CC2)n1 | 7 | 3 | 11 | 10 | -38 | -0.2 | 14 | 29 | 0.1 | i
CCOC(=O)N1CCN(C/C(C)=C/c2ccccc2)CC1 | 0 | -3 | -1.1 | 0 | 1 | -0.9 | 0 | -4 | -0.6 | i
CCOC(=O)[C@]12CCC=C1N(Cc1ccccc1)C(=O)[C@H](CC(=O)NCc1cccc(C(F)(F)F)c1)C2 | . | 2 | 1.5 | 8 | . | 0.4 | -2 | . | 0.4 | .
CN(C)S(=O)(=O)c1ccc(N2CCCC2)c(C(=O)Nc2ccc(Br)cc2F)c1 | -2 | 3 | 0.0 | -8 | 0 | -0.6 | 1 | 2 | 0.3 | i
COc1ccc(Cl)cc1-c1cc(C(=O)NC2CCCCC2)[nH]n1 | -1 | 3 | 1.7 | 5 | 0 | -0.3 | 0 | . | 1.5 | i
COc1ccc(-c2nc(-n3c(C)c(C(C)=O)c(C(C)=O)c3C)sc2C)cc1OC | 2 | 7 | -1.8 | -1 | -5 | -0.9 | 6 | -8 | 1.1 | i
CC(=O)c1ccccc1NC(=O)Cn1c(=O)cnc2ccccc21 | 1 | -1 | -1.2 | -3 | 27 | 0.0 | 5 | 1 | 1.0 | +
O=C(c1ccc(CNS(=O)(=O)c2ccc(Br)cc2)cc1)N1CCCC1 | 0 | -6 | 1.3 | -3 | -2 | -1.1 | 1 | 0 | -0.4 | i
C#CCN(C[C@@H]1[C@@H](OC(=O)Nc2cccs2)[C@@H](OC(=O)Nc2cccs2)Cn2c(=O)n(CCCCCC)c(=O)n21)S(=O)(=O)c1ccc(C)cc1 | 3 | 5 | 1.9 | 6 | 4 | 0.1 | 30* | . | -0.2 | i
O=C(N/N=C\c1ccc(Cl)s1)C1COc2ccccc2O1 (centres undefined) | 0 | 9 | -0.6 | 0 | -2 | -0.2 | -5 | -8 | 0.5 | i
CC(C)NC(=O)CSc1nnc(-c2ccc3ncccc3c2)n1C | -2 | 2 | -0.7 | 1 | -1 | -0.7 | -3 | -15 | -0.1 | i
CC(C)N(Cc1nnc(-c2ccc(Cl)cc2)o1)C(=O)C1=COCCO1 | -1 | 3 | -1.4 | 2 | 5 | -0.4 | -1 | -7 | -0.3 | i
O=C(CNC(=O)c1ccc(Br)o1)NNC(=O)c1ccccc1O | -1 | -3 | -0.1 | 11 | 0 | 0.1 | 1 | 1 | 0.1 | i
Cc1c(NC(=O)C2CC(c3ccc(F)cc3)=NO2)c(=O)n(-c2ccccc2)n1C (centres undefined) | 2 | -3 | -1.0 | 3 | 0 | -0.7 | 0 | 3 | -1.2 | i

Some of the entries above in a different format.
Values run as follows: STEP inh | CSN deneddyl inh | LMPTP inh | SUMO1 PPI mod | DNMT1 block | TbMetRS inhib | NadD inh | Scp-1 inhibitor | MsrA inh | Rpn11 inh
CC(=O)c1ccccc1NC(=O)Cn1c(=O)cnc2ccccc21
 : 1 | -1 | -1.2 | -3 | 27 | 0.0 | 5 | 1 | 1.0 | +
O=C(c1ccc(CNS(=O)(=O)c2ccc(Br)cc2)cc1)N1CCCC1
 : 0 | -6 | 1.3 | -3 | -2 | -1.1 | 1 | 0 | -0.4 | i
C#CCN(C[C@@H]1[C@@H](OC(=O)Nc2cccs2)[C@@H](OC(=O)Nc2cccs2)Cn2c(=O)n(CCCCCC)c(=O)n21)S(=O)(=O)c1ccc(C)cc1
 : 3 | 5 | 1.9 | 6 | 4 | 0.1 | 30* | . | -0.2 | i
O=C(N/N=C\c1ccc(Cl)s1)C1COc2ccccc2O1 (centres undefined)
 : 0 | 9 | -0.6 | 0 | -2 | -0.2 | -5 | -8 | 0.5 | i

More entries.
SMILES | STEP inh | CSN deneddyl inh | LMPTP inh | SUMO1 PPI mod | DNMT1 block | TbMetRS inhib | NadD inh | Scp-1 inhibitor | MsrA inh | Rpn11 inh
COCCCn1c(SCC(=O)NC2CCCC2)nnc1-c1ccncc1 | -4 | 3 | -1.3 | 1 | 2 | -0.2 | 4 | -5 | -2.4 | i
CCOCCCNC(=O)c1ccc(OC)cc1 | -3 | 2 | -3.1 | -2 | 7 | 0.0 | -2 | -7 | 1.9 | i
O=C(O)c1ccc(CSc2nnc(-c3ccncc3)n2CC2CCCO2)cc1 (centres undefined) | 2 | -1 | -0.1 | -2 | -1 | -0.9 | 2 | -4 | 0.7 | i
CN1CCN(S(=O)(=O)c2ccc(C(=O)Nc3ccccc3)cc2)CC1 | -4 | 0 | -1.4 | -1 | 1 | 0.5 | -3 | -8 | -0.9 | i
COc1cc(OC)cc(C(=O)NC(=S)NNC(=O)c2cnccn2)c1 | -1 | -2 | -0.9 | 2 | 8 | 1.2 | 1 | -13 | -1.2 | i
COc1ccc(N(CC(=O)Nc2cccc3ccccc23)S(C)(=O)=O)c(OC)c1 | -2 | 1 | -0.3 | -6 | -1 | 0.5 | -3 | -5 | 0.4 | i
O=C(NCC1CCN(Cc2ccc(F)cc2)CC1)Nc1cc(F)ccc1F | -1 | 3 | -1.4 | 4 | -5 | -0.2 | -6 | -11 | -0.5 | i
COc1ccc(OC)c(S(=O)(=O)NCCOC23CC4CC(CC(C4)C2)C3)c1 | 2 | 0 | -0.5 | -4 | 1 | -0.8 | -2 | 1 | 0.4 | i
CN(Cc1ccc(-n2cccn2)cc1)Cc1nc(-c2cnccn2)no1 | -1 | 7 | -0.6 | 0 | 0 | -0.8 | -4 | -14 | -0.8 | i
COc1ccc(N2CCN(CC(O)COC(c3ccc(F)cc3)c3ccc(F)cc3)CC2)cc1 (centres undefined) | 1 | 3 | 0.4 | 20 | -2 | -0.9 | -6 | -10 | 0.1 | i
C[N+](C)(CCOc1ccccc1)Cc1ccccc1 | 4 | -1 | -0.6 | -1 | -4 | 0.8 | 8 | -17 | 1.5 | i
Cc1ccc(NS(=O)(=O)c2ccc(C(=O)OCC(=O)N3CCCCC3)cc2)cc1 | 2 | -2 | -1.3 | 2 | 2 | 0.0 | -3 | -7 | -0.2 | i
Cc1csc(=O)n1CC(=O)OCC(=O)NCc1ccccc1 | -3 | 3 | 0.5 | 3 | 1 | -0.8 | -6 | 0 | 1.0 | i
COc1ccc(NC(=S)N2CCCC2)c(OC)c1 | -3 | 1 | 1.9 | 1 | 2 | -0.7 | -4 | 4 | -0.4 | i
COc1cc(C(=O)NCc2nnc(SCC(=O)N3CCC(C)CC3)o2)cc(OC)c1OC | 4 | -1 | -1.3 | 2 | 4 | 0.2 | 2 | -5 | -0.7 | i
CC(=O)c1ccc(C(=O)N2CCCC(C(=O)c3cc(F)ccc3F)C2)s1 (centres undefined) | -6 | -2 | 1.0 | -7 | -2 | 0.5 | -3 | -7 | 0.4 | i
CC(=O)c1ccc(N2CCN(C(=O)c3n[nH]c4ccccc34)CC2)cc1 | -1 | -7 | 0.4 | -2 | 14 | -1.1 | -3 | 0 | 3.7 | i
Cc1ccc(Oc2nc3ccccc3n3c(C)nnc23)cc1 | 2 | 4 | -2.2 | 10 | 16 | -0.7 | 11 | -6 | -0.1 | i
O=C(c1cc2nc(-c3cccs3)cc(C(F)(F)Cl)n2n1)N1CCCc2ccccc21 | 2 | -4 | 2.9 | -7 | -3 | -0.3 | 10 | -3 | -0.2 | i
O=C1N/C(=C/c2ccc(Br)cc2)C(O)=C1C=NCc1ccccc1 | -2 | -1 | 0.5 | -3 | 62* | 0.3 | 1 | -2 | -0.3 | i
Cc1cn(CC(C)C)c(=O)n(-c2ccccc2)c1=O | -3 | 5 | -1.7 | -1 | -2 | -0.1 | 0 | -10 | 0.7 | i
c1ccc(CCN2CN=C(Nc3nc4ccccc4s3)NC2)cc1 | 2 | 2 | 0.2 | 7 | 0 | 0.0 | 1 | 1 | 1.0 | i
Cc1noc(C)c1C(=O)OCC(=O)C12CC3CC(CC(C3)C1)C2 | 2 | -4 | -0.3 | -1 | 1 | -0.6 | -11 | -6 | 1.0 | i
COCCn1c(=O)c2c(nc3n2CCCN3Cc2ccccc2)n(C)c1=O | 1 | -4 | -0.3 | -1 | 2 | -0.3 | -4 | -6 | -0.1 | i
CCCCN1C(=O)C(CC(=O)NCc2cccc3ccccc23)CC(C(=O)N2CCOCC2)=C1C (centres undefined) | -1 | -1 | -0.1 | -3 | 2 | -1.4 | 0 | . | 0.7 | i
O=C(/C=C/c1cc(Br)ccc1F)Nc1cccnc1 | -1 | 3 | 0.3 | -17 | 2 | -0.2 | 8 | 17 | 1.1 | i
CC(C)CC1C(C#N)=C(N)SC(N)=C1C#N | -11 | 75 | 0.5 | -5 | -3 | -0.5 | -3 | -10 | 0.3 | .
COc1ccc2cc(-c3[nH]ncc3CN3CCCC3c3nonc3C)ccc2c1 (centres undefined) | -1 | 6 | 0.2 | -17 | -3 | -0.6 | -4 | -2 | 33* | i
CN(C(=O)COC(=O)c1n[nH]c2ccccc12)C1CCS(=O)(=O)C1 (centres undefined) | 1 | -2 | -1.3 | -3 | -2 | -0.4 | -1 | -6 | 1.1 | i
CCn1c(=S)sc2c(=O)n(CC(=O)Nc3ccccc3)c(C)nc21 | 3 | -2 | -0.2 | 0 | 7 | -0.6 | -8 | 11 | 1.9 | i
